Screens from PubChem.
HCT116 PTEN-null: growth suppressors of cells with PTEN tumor suppressor deletion | actives 1.2% (n = 140,000) | HCT116 PTEN-null viability, CellTiter-Glo, 60 h; stronger effect = lower value | viability, % at 10 µM;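 active = viability at or below a set limit, 4 SD under the median of all tested compounds, cut at about 3.7% in these data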;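 also: PTEN knockout HCT116 line with beta catenin targeted HCT116 as companion control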
MRP1 act: MRP-1 activation; H69AR cells + doxorubicin, viability rescue, CellTiter-Glo; viability increase, % at 10 µM; actives 0.61% (n = 140,000); AID 799;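 active = viability gain under doxorubicin at or above a set limit, the compound median plus 3 SD, cut at about 4.7% in these data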;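 also: MRP-1 overexpressing cells given doxorubicin 25 µM after compound pretreatment; 18-22 h compound pretreatment then 72 h with doxorubicin before readout; 0% = doxorubicin-only wells and 100% = vehicle-treated cells without doxorubicin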
Yeast life ext: extends the lifespan of yeast; actives 0.68% (n = 130,000); S. cerevisiae growth with nicotinamide, OD615; deaD strain in restrictive glucose medium; inhibition of the nicotinamide effect, % at 10 µM;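 active = inhibition above a set limit, placed 3 SD over the median of all compounds, cut at about 26% in these data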;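 also: 0% = nicotinamide-treated wells and 100% = cells grown without nicotinamide; some compounds called inactive have numbers as strong as hits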
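Test system: DeaD-strain S. cerevisiae / Buffer or medium: restrictive glucose medium / Also added: nicotinamide 1.5 mM / Doses: one concentration, 10 µM, DMSO 0.25% / Schedule: 48 h at 30 °C / Signal: OD615 measurement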
NPY-Y2 antag: blocks the human neuropeptide Y Y2 receptor; P49146; NPY-Y2 expressing cells, antagonist mode; inhibition, % at 2.7 µM; actives 0.99% (n = 140,000); in the data active = inhibition above about 17%;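 also: 0% = vehicle with agonist challenge and 100% = reference antagonist with challenge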
Target sequence (P49146 whole entry, looked up): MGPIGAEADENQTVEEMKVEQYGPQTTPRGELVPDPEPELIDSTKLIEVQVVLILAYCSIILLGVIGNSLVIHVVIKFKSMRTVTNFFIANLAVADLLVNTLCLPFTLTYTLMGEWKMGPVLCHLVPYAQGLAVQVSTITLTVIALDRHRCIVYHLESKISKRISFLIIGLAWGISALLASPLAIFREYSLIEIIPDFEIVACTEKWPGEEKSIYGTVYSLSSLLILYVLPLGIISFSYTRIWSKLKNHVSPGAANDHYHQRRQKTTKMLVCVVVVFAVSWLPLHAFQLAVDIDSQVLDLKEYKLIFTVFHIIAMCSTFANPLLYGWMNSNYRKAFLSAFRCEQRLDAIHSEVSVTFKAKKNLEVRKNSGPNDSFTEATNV
GALR2 antag: blocks the human galanin receptor 2 | O43603 | GALR2-expressing cells, antagonist mode | inhibition, % at 4 µM | actives 0.39% (n = 140,000); in the data active = inhibition above about 27%;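 also: cells stimulated with galanin 1-16 at roughly its EC80; 0% = agonist challenge control and 100% = basal control without agonist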
Target sequence (O43603 whole entry, looked up): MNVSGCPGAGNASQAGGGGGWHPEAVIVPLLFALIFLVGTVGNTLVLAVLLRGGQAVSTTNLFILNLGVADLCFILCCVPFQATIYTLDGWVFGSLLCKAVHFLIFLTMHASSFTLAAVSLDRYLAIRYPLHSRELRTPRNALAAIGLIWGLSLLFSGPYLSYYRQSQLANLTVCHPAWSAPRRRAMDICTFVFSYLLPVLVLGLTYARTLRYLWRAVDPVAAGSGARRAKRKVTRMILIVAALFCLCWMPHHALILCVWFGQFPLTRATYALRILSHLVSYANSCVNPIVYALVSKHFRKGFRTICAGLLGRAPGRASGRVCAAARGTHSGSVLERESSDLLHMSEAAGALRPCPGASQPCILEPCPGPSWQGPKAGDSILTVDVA
bCat KO growth: beta-catenin-lacking colon tumor cell growth suppression; HCT116 beta-catenin knockout viability, CellTiter-Glo, 60 h; stronger effect = lower value; viability, % at 10 µM; actives 1.5% (n = 140,000);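 active = viability at or under a set limit, the compound median less 4 SD, cut at about 6% in these data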;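 also: 0% = Hyamine 1622 control at 20 µM and 100% = untreated cell control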
E-sel TNF inh: blocks E-selectin expression induced by TNF alpha; HUVEC TNFa-induced E-selectin immunofluorescence, high content; inhibition, % at 2 µM; actives 0.71% (n = 120,000); AID 1246;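 active = inhibition above the batch mean plus 3 SD, and confirmed as a hit on visual image review, cut at about 43% in these data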;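 also: 0% = TNF-stimulated DMSO wells and 100% = unstimulated control wells; not every result past the cut was called active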
Measles CPE: protection of cells from measles virus. actives 1.5% (n = 140,000). protection (pct of control), % at 4 µM. AID 841. Measles virus-infected cells, CPE protection, absorbance; in the data active = protection mostly above about 24%, no sharp cut-off; inactive = mostly below about 26%; also: some compounds called inactive have numbers as strong as hits
Phagocytosis inh: blocks phagocytosis by macrophages; J774A.1 macrophage IgG-bead phagocytosis, imaging; actives 0.07% (n = 110,000); AID 1029; inhibition, % at 5 µM;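 active = inhibition above the mean of the plate negative controls plus 5 SD, cut at about 13% in these data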;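 also: phagocytic index as fraction of beads internalized from green versus red external bead signal; plate controls were DMSO negative control for no effect and cytochalasin-D positive control for full effect; some results beyond the cut were filed as inactive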
Yeast growth inh: reduces growth of yeast BB579 in restrictive medium | S. cerevisiae BB579 growth, OD615, 48 h | inhibition, % at 10 µM | actives 0.51% (n = 140,000) | AID 804;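 active = inhibition above a set limit, 3 SD over the mean compound inhibition, cut at about 44% in these data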; also: inactives centre near -24
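Test system: Saccharomyces cerevisiae DeaD strain BB579, replicative lifespan model yeast | Buffer or medium: Restrictive CSMM-D medium | Doses: One dose, 10 µM compound with 0.25% DMSO | Incubation: 48 h exposure, 30 °C | Detection: Culture absorbance at 615 nm | Control set: Amphotericin B at 10 µg/mL as positive control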
* marks the source's active call; other numbers are inactive results; . = no result given.

SMILES | HCT116 PTEN-null | MRP1 act | Yeast life ext | NPY-Y2 antag | GALR2 antag | bCat KO growth | E-sel TNF inh | Measles CPE | Phagocytosis inh | Yeast growth inh
CCc1[nH]nc2c1C1(CCOC1C)C(C#N)=C(N)O2 (stereo not given) | 94 | 0.2 | -3 | -2 | 9 | 102 | -2 | . | -1 | -22
C/C(=C1\SC(N2CCOCC2)=NC1=O)c1ccc(C)cc1 | 82 | -3.8 | -22 | 1 | 11 | 73 | . | 16 | -2 | -39
CC(C)OC(=O)c1cc(-c2ccc(C=O)o2)ccc1Cl | 53 | 0.3 | -9 | 5 | -11 | 56 | 0 | 3 | -7 | -48
CCC(Sc1nc2sc(C(=O)OC)c(C)c2c(=O)n1N)C(=O)N(CC)CC (stereo not given) | 21 | -2.1 | -8 | -1 | -9 | 53 | 13 | 8 | 1 | -77
COc1ccc(CCNc2nc(=O)[nH]nc2C)cc1OC | 96 | -3.1 | -6 | -3 | -14 | 89 | . | 4 | 0 | -35
O=c1oc(Nc2ccccc2F)nc2ccccc12 | 101 | -2.4 | -6 | 2 | 2 | 98 | 8 | 10 | -4 | 6
O=C(Nc1ccc(F)cc1)c1nc[nH]c1C(=O)Nc1ccccc1[N+](=O)[O-] | 1.6* | -5.2 | -1 | -1 | 2 | 2.8* | . | . | -8 | 1
CCOC(=O)c1c(NC(=O)Cc2cccs2)sc(C(=O)N2CCCCC2)c1C | 95 | -0.6 | 25 | 9 | -4 | 92 | -15 | 20 | 2 | -36
Cc1cc(N2CCCC2)ccc1/C=N/n1cnnc1 | 82 | 0.3 | -25 | -1 | -5 | 82 | 17 | 4 | 0 | 40
CC(C)n1c(Sc2nccn2C)nc2c1c(=O)n(C)c(=O)n2C | 95 | -0.9 | 0 | 0 | 1 | 100 | -57 | 10 | -3 | -18
CCCc1nc(SCc2ccc(Cl)cc2Cl)n[nH]1 | 96 | -0.1 | -9 | 18* | 4 | 89 | 7 | 4 | 0 | -59
COc1ccc(C)cc1NC(=O)CC(O)(C(F)(F)F)C(F)(F)F | 90 | -2.3 | 2 | 0 | -7 | 96 | . | 11 | -2 | -33
CC1CCN(CC(=O)N2CC(=O)Nc3ccccc32)CC1 | 92 | -0.8 | . | 1 | 10 | 95 | -20 | 6 | . | -20
CCCCN1C(=S)SC(C)(C)C1/[N+]([O-])=C/c1cccnc1 (stereo not given) | 88 | -1.1 | -12 | 0 | -3 | 103 | -32 | 16 | . | -24
CCOC(=O)CSc1nnc(CCc2nc3ccccc3[nH]2)n1C | 87 | 0.8 | 3 | 3 | -17 | 77 | -17 | 3 | -1 | 5
COc1ccccc1OCCCOc1c(Cl)cc(C)cc1Cl | 77 | -1.0 | -5 | 9 | -1 | 85 | . | 7 | . | -45
CCC(c1nnnn1Cc1ccco1)N(Cc1ccccc1OC)Cc1cc2cc(C)ccc2[nH]c1=O (stereo not given) | 40 | -4.0 | -4 | 3 | 10 | 55 | 31 | 1 | 0 | -42
CN(C)c1ccc(C(=O)N2CC(=O)N(CCc3ccccc3)C(=O)C2)cc1 | 91 | -2.8 | -4 | 3 | -15 | 68 | -2 | 50 | -2 | -41
Cc1n[nH]c(=O)n1-c1ccc(Oc2ccccc2)cc1 | 96 | -3.1 | -2 | 1 | 12 | 100 | 34 | 7 | . | -6
CNC(=O)c1nnc(Cc2ccc(Cl)cc2)o1 | 102 | 2.0 | -4 | -1 | -11 | 103 | 21 | 5 | 0 | -40
CCCC(=O)Nc1ccc2nc(SCC(=O)Nc3ccc(N4CCOCC4)c(Cl)c3)sc2c1 | 21 | -0.9 | -15 | 2 | -14 | 17 | -37 | 0 | . | 26
CCC(C)(C)n1nnnc1C(c1ccc(OC)c(OC)c1)N1CCN(c2ccc(OC)cc2)CC1 (stereo not given) | 81 | -1.2 | -9 | 7 | -9 | 78 | 13 | 59* | -1 | -28
CCCn1c(CCC(=O)Nc2ccccc2Cc2ccccc2)nc2cc(S(=O)(=O)N3CCOCC3)ccc21 | 70 | -2.0 | -9 | 1 | 7 | 63 | -3 | 12 | . | -16
CCSc1nnc(-c2ccc(S(=O)(=O)NCc3cccs3)cc2)o1 | 95 | -0.1 | -14 | 4 | 1 | 94 | -43 | 8 | 4 | -53
CC(C)OC(=O)CC12CN3CC(CC(=O)OC(C)C)(CN(C1)C(=O)c1ccccc1C3=O)C2=O | 93 | -3.5 | -20 | -1 | 14 | 102 | 2 | 21 | 0 | -15
O=C(Nc1nc2nc(-c3ccccc3)cc(-c3ccccc3)n2n1)c1ccco1 | 49 | -3.8 | 0 | 4 | 5 | 54 | 23 | 9 | 0 | -32
O=C(CCC(=O)N/N=C/c1c[nH]c2ccccc12)NCc1ccccc1 | 101 | -2.9 | -5 | 5 | -2 | 93 | 7 | 3 | -4 | -24
CCn1c(=O)cc(SCC(=O)Nc2ccc(OC)c(OC)c2)c2ccccc21 | 83 | -0.4 | -11 | 2 | -2 | 70 | -9 | 25 | . | -32
CCC(NC(=O)c1cccc(Cn2cc([N+](=O)[O-])cn2)c1)c1ccc(C(C)C)cc1 (stereo not given) | 77 | 0.1 | -10 | -2 | 0 | 70 | -9 | 22 | 0 | -25
O=C(NC1=NCCS1)c1cccc(NC(=O)c2ccco2)c1 | 103 | -0.6 | -8 | 1 | -5 | 105 | 1 | 12 | -1 | -26
COc1ccc(OC)c(S(=O)(=O)Nc2c(F)cccc2F)c1 | 95 | -1.2 | -12 | 5 | 6 | 82 | -8 | 1 | -3 | 1
C/C=C/COc1nc2c(c(=O)n(C)c(=O)n2C)n1C | 105 | 4.7 | -4 | 4 | 8 | 100 | -3 | 14 | . | -16
CCC(CO)n1c(SCc2cc(=O)oc3cc(C)ccc23)nc2ccccc2c1=O (stereo not given) | 72 | -4.9 | -23 | 3 | -4 | 73 | 18 | 6 | -3 | -8
COc1ccc(-n2c(SCC(=O)Nc3ccccc3)nnc2-c2ccc(NS(=O)(=O)c3ccc(C)cc3)cc2)cc1 | 72 | -1.2 | -14 | 1 | -2 | 87 | -14 | 3 | 1 | -51
CCN(CC)S(=O)(=O)c1cccc(-c2nnc(SCCCC(=O)c3ccc(F)cc3)o2)c1 | 72 | -3.4 | 4 | 9 | -4 | 46 | . | 14 | 0 | -45
COCCN(CCOC)Cc1c(C)[nH]c2c(C)c(C)ccc2c1=O | 96 | -1.5 | -6 | -2 | 4 | 95 | . | 7 | 0 | 6
Cn1c(=O)cc(OCC(=O)NCc2cccnc2)c2ccccc21 | 80 | -2.2 | -18 | 0 | 11 | 81 | 8 | 18 | . | -60
O=c1c2ccc(Cl)cc2nc(-c2cccc(C(F)(F)F)c2)n1O | 10 | -4.9 | 52 | 1 | -8 | 8 | -12 | 19 | -4 | 1
O=C(CSc1nnc(-c2ccccc2)o1)Oc1ccc(Br)cc1 | 99 | -1.5 | -5 | 5 | -1 | 98 | -7 | 3 | -1 | -4
CCOc1ccc(-c2noc(CCCC(N)=O)n2)cc1OC | 94 | -2.6 | -21 | 2 | -10 | 86 | 1 | 0 | 1 | -11

Arranged by molar mass (falling): part of the list above.
SMILES | HCT116 PTEN-null | MRP1 act | Yeast life ext | NPY-Y2 antag | GALR2 antag | bCat KO growth | E-sel TNF inh | Measles CPE | Phagocytosis inh | Yeast growth inh
CCC(CO)n1c(SCc2cc(=O)oc3cc(C)ccc23)nc2ccccc2c1=O (stereo not given) | 72 | -4.9 | -23 | 3 | -4 | 73 | 18 | 6 | -3 | -8
O=C(CSc1nnc(-c2ccccc2)o1)Oc1ccc(Br)cc1 | 99 | -1.5 | -5 | 5 | -1 | 98 | -7 | 3 | -1 | -4
O=c1c2ccc(Cl)cc2nc(-c2cccc(C(F)(F)F)c2)n1O | 10 | -4.9 | 52 | 1 | -8 | 8 | -12 | 19 | -4 | 1

Next structures:
SMILES | HCT116 PTEN-null | MRP1 act | Yeast life ext | NPY-Y2 antag | GALR2 antag | bCat KO growth | E-sel TNF inh | Measles CPE | Phagocytosis inh | Yeast growth inh
O=C(CCC(=O)OCC(=O)c1ccc(F)cc1)NC1CCCCC1 | 91 | -0.9 | -11 | 4 | -19 | 105 | -2 | 9 | 1 | -9
O=S(=O)(c1ccccc1)c1nc(Nc2cccc(O)c2)sc1Cl | 66 | -2.7 | 1 | 5 | 15 | 58 | . | 18 | . | -49
O=C(CCSCCc1ccccn1)Nc1ccc(Br)cn1 | 92 | -0.2 | -5 | 0 | 1 | 89 | . | 15 | 0 | -24
COc1cccc(NC(=O)CSc2nnc(Cn3c(=O)sc4ccccc43)n2C)c1 | 100 | -2.5 | 0 | -1 | 12 | 94 | -24 | 10 | . | -42
Cc1cc(C)c2sc(NNC(=O)C3COc4ccccc4O3)nc2c1 (stereo not given) | 43 | -1.1 | -2 | 4 | 0 | 33 | 20 | 4 | . | -26
COc1ccc(OC)c(NC(=O)c2ccc(NC(C)=O)cc2)c1 | 102 | -1.2 | -5 | 1 | 0 | 104 | . | 20 | -6 | -10
CN(C(=O)CSc1nc(N)nn1-c1ccccc1)c1ccccc1 | 91 | -0.7 | -5 | 0 | -5 | 110 | 8 | 8 | 0 | 9
Cn1cnnc1SC(C(=O)Nc1cc(Cl)cc(Cl)c1)c1ccccc1 (stereo not given) | 87 | 0.1 | -3 | -3 | -1 | 88 | -4 | 11 | 0 | -33
Cc1cccc(N2C(=O)C(Cc3ccccc3)NC2=S)c1 (stereo not given) | 77 | -2.0 | -4 | 0 | 3 | 89 | . | 10 | -11 | -15
CCOC(=O)c1sc2nc(NC(=O)C3CC3)sc2c1C | 88 | -3.2 | -10 | 1 | -13 | 86 | 14 | 5 | 0 | -39
CN(C)S(=O)(=O)c1cccc(NC(=O)Cn2cnc3ccccc3c2=O)c1 | 106 | -0.3 | 1 | 4 | -3 | 114 | -12 | 6 | 1 | -8
Cc1nnc(Sc2nc3c(c(=O)n(C)c(=O)n3C)n2Cc2ccc(Cl)cc2)s1 | 83 | -2.5 | 4 | 0 | -7 | 86 | 5 | 17 | 1 | -26
CCNS(=O)(=O)c1ccc(OCCNS(C)(=O)=O)cc1 | 89 | -3.0 | -12 | 2 | 5 | 86 | -21 | -1 | 4 | -12
CCCc1cc(=O)[nH]c(Nc2cc(OC)ccc2OC)n1 | 104 | -2.5 | -4 | -4 | -6 | 97 | 10 | 5 | 0 | -39
CC(C)c1nc(SCC(=O)c2ccccc2)c2c(=O)n(C)c(=O)n(C)c2n1 | 101 | -3.6 | -4 | 1 | -5 | 101 | 31 | 1 | 0 | 7
CCOC(=O)c1c(CN2CCOCC2)n(-c2ccccc2)c2ccc(O)cc12 | 84 | -0.7 | -4 | 3 | -12 | 91 | . | 5 | -3 | -31
O=S(=O)(NCCc1csc(-c2ccccc2)n1)c1ccc2c(c1)OCCO2 | 83 | -3.6 | 2 | 8 | 6 | 79 | -42 | 6 | -1 | -42
CC(OC(=O)c1cc2sccc2n1C)C(=O)NCC1CCCO1 (stereo not given) | 91 | -1.1 | -7 | -1 | 2 | 94 | -25 | 12 | 0 | 17
O=c1ccc(/C=C/c2ccccc2)nn1Cc1ccc(Cl)cc1Cl | 87 | 1.1 | 2 | 3 | -10 | 98 | . | 5 | 0 | -107
CCOCCCNC(=O)c1ccc2c(c1)OCO2 | 85 | -2.8 | -17 | 1 | 3 | 88 | -17 | 6 | 1 | -14
